# High-throughput results deposited in PubChem by several laboratories.
# JMJD2C inh – inhibitors of human GASC-1 (JMJD2C) demethylase; Q9H3R0; GST-JMJD2C(1-420) H3K9me3 demethylation, DELFIA europium; inhibition, % at 2.35 µM; hit rate 0.069% among 330,000; AID 2099;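 active = more than half of a compound's replicate wells show inhibition beyond 50%, single wells judged on their own value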;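 note: signal counts dimethyl H3K9 product captured on neutravidin plate; 0% = median of DMSO wells and 100% = 0.3 times that DMSO median; strong numbers were not always called active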
# Target sequence (Q9H3R0 1-420 limits assumed): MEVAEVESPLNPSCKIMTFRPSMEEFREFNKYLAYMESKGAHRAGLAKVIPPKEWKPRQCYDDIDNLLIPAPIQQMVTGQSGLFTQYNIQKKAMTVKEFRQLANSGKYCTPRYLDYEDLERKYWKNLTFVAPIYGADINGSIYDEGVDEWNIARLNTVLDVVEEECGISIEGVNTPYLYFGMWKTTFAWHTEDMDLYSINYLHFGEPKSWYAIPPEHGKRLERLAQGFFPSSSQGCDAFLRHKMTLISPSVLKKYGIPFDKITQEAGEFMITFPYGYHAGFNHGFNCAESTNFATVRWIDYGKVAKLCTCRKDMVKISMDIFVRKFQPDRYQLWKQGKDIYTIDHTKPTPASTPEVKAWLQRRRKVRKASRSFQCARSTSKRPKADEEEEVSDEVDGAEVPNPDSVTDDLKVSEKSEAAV
# procasp3 activ – activates human procaspase-3; activation, % at 8.5 µM; hit rate 0.11% among 330,000; recombinant procaspase-3 D3A, Ac-DEVD-pNA absorbance 405 nm; P42574;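 active = activation above the mean of all tested compounds plus 3 SD, cut at about 21% in these data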;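 note: 0% = DMSO alone and 100% = DMSO wells spiked with extra 5 µM PC-3 D3A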
# Target sequence (P42574 whole entry D9A/D28A/D175A): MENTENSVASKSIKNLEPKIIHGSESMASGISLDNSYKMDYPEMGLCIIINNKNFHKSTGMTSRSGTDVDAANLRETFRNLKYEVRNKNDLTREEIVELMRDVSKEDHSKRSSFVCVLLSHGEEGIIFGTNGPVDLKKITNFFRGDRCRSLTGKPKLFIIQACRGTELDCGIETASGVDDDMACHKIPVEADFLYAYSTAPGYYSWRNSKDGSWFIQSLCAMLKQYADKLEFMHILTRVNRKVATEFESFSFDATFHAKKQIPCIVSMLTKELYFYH
#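 Technique: 405 nm absorbance of p-nitroaniline, reads at 0 and 120 min; Test system: Procaspase-3 D3A mutant; Incubation: 1 h enzyme-compound preincubation, then 2 h substrate reaction, 25 °C; Repeats: singlicate, each compound tested once; Benchmarks: low control DMSO wells, high control DMSO plus 5 µM PC-3 D3A.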
# VLA-4 inh – inhibition in a human VLA-4 binding assay | P13612 | VLA-4 expressing cells, ligand binding flow cytometry | inhibition, % (about 7 µM as worked out from the volumes in the protocol) | hit rate 0.2% among 330,000 | AID 2557; in the data active = inhibition above about 50%
# PP1 counter – counter-screen for PP5 inhibitors: inhibitors of human PP1-alpha; P62136; purified PP1alpha, OMFP fluorescence; inhibition, % at 6.7 µM; hit rate 0.9% among 320,000;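 active = inhibition above the mean inhibition of all tested compounds plus 3 SD, computed separately for each screening campaign, cut at about 15% in these data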
# proCasp7 act – counter-screen: procaspase-7 (human) activation; P55210; recombinant procaspase-7, Ac-DEVD-pNA absorbance 405 nm; D23A/D198A/D206A triple mutant, cannot self-cleave; scale: DMSO 0, 5 µM enzyme 100; activation, % at 8.5 µM; hit rate 0.093% among 330,000;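 active = percent activation above the screen-wide mean plus 3 SD, cut at about 25% in these data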
# Target sequence (P55210 whole entry D23A/D198A/D206A): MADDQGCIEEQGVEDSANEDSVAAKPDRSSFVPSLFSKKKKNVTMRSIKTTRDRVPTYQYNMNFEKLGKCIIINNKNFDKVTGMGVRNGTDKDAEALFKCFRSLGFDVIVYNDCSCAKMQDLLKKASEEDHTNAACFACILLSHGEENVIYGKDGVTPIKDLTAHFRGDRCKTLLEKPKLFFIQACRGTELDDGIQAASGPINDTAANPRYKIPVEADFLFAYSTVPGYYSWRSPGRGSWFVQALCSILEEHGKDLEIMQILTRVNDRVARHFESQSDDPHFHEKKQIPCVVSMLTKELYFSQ
#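 Material: Procaspase-7 triple mutant (PC-7 D3A) | Quantity: 2 µM procaspase-7 mutant as dispensed | Reagent: DEVD-pNA substrate | Times: 1 h preincubation, 2 h reaction | Technique: 405 nm absorbance of p-nitroaniline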
# HCV core dimer – blocks dimerization of HCV core protein | TR-FRET GST/Flag-core106 dimerization, 1536-well | inhibition, % at 5 µM | hit rate 0.33% among 300,000 | AID 1899;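 active = inhibition above the mean of all tested compounds plus 3 SD, set per screening campaign, cut at about 45% in these data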
#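 System – GST-tagged and Flag-tagged HCV core protein residues 1-106 · Repeats – one well for each compound · Technique – TR-FRET 671 and 617 nm emission · Doses – one concentration, 5 µM, in 0.5% DMSO · Times – 4 h, 22.5 °C incubation · Also added – Eu donor and XL665 acceptor anti-tag antibodies · Measure – percent inhibition of core106 dimerization signal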
# PP5 primary – inhibitors of human protein phosphatase 5 (PP5) | inhibition, % at 6.7 µM | AID 1987 | hit rate 0.18% among 320,000 | P53041 | purified PP5c, OMFP substrate fluorescence;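 active = inhibition above the campaign's mean inhibition across all tested compounds plus 3 SD, cut at about 9.5% in these data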;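 note: 0% = DMSO only and 100% = 100 µM cantharidin control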
# GRK2 aptamer HTS – blocks RNA aptamer binding to human GRK2 | P25098 | bead flow cytometry, FAM-aptamer displacement from GRK2 | inhibition of aptamer binding, % at 10 µM | hit rate 0.59% among 330,000 | AID 488847;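 active = inhibition of aptamer binding above 40%, roughly 3 SD of noise, on plates passing a quality check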;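 note: median bead fluorescence of bound FAM aptamer so fluorescent compounds give negative values; no value below 0 was filed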
# Fh CTSL1 inh – blocks F. hepatica cathepsin L1 in PFM18AAP counter-screen. recombinant F. hepatica cathepsin L1, Z-Leu-Arg-MCA fluorescence. inhibition, % at 5.96 µM. hit rate 0.49% among 300,000. AID 1906;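 active = inhibition above the mean of all tested compounds plus 3 SD, set per screening campaign, cut at about 17% in these data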;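 note: 0% = plate median of test compound wells and 100% = 1 µM Z-Phe-Ala-diazomethylketone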
# * = called active by the depositor; . = not tested or not shown; & = joins results of further samples.
SMILES,JMJD2C inh,procasp3 activ,VLA-4 inh,PP1 counter,proCasp7 act,HCV core dimer,PP5 primary,GRK2 aptamer HTS,Fh CTSL1 inh
Cn1c(N)c(C(=O)COC(=O)CCCc2c[nH]c3ccccc23)c(=O)n(C)c1=O,7,0,16,0,8,2,3.3,0,-10
O=S(=O)(CCc1ccccc1)N1CCOCC1,28,-3,-3,-1,11,-5,3.4,2,-1
Cc1cccc(CNc2ccc(C(CC(N)=O)NC(=O)c3cccc(Br)c3)cc2[N+](=O)[O-])c1 (centres undefined),2,4,25,0,5,21,0.3,0,-1
COc1ccc(NC(=O)c2cc(-c3ccccc3Cl)on2)cc1OC,1,-3,5,-2,-3,10,1.9,.,3
CNS(=O)(=O)c1ccc(NCC2COc3ccccc3O2)c([N+](=O)[O-])c1 (centres undefined),1,3,-10,7,-3,-10,3.3,0,3
CC(O)[C@H]1CNC(=O)C(=O)N1CCc1cccc(F)c1 (some centres undefined),-4,8,-1,-1,8,-2,2.3,0,-4
Cc1noc(C)c1COc1ccc2ccc(=O)oc2c1,4,5,11,-1,4,-1,0.8,3,0
Cn1nc(C(=O)Nc2ccc(S(=O)(=O)Nc3ncccn3)cc2)ccc1=O,13,3,-4,1,3,11,1.8,4,-2
CC(C)(C)[C@]1(O)CCN2C[C@H]3c4ccccc4CCc4cccc(c43)[C@@H]2C1,11&-3,4,4,-1,5,5,2.6,4,-3
Cc1ccccc1/C=N/Nc1ncnc2nc[nH]c12,2,6,19,0,-4,-1,-1.3,0,1
COc1ccc(C)cc1NC(=O)C(OC(=O)c1ccc(Cl)c(S(=O)(=O)N(C)c2ccccc2)c1)c1ccccc1 (centres undefined),8,6,-7,1,4,15,-2.6,2,1
COc1ccc(OC)c(N2Cc3ccccc3C2)c1,4,2,18,1,5,17,0.6,1,-3
C(=C\c1ccccc1)/C=N/Nc1nc2ccccc2[nH]1,9,6,-3,16*,-1,-23,3.5,0,1
O=C(/C=C/c1ccco1)NC(=S)Nc1ccc(C(=O)O)cc1,-2,-23,9,5,-30,-9,-2.9,0,-3
O=C(CN1C(=O)C2CCCCC2C1=O)Nc1nccs1 (centres undefined),1,-3,7,-2,-1,4,-1.5,0,4
C[C@H](CO)N1C[C@H](C)[C@@H](CN(C)C(=O)Nc2ccc3c(c2)OCO3)Oc2c(NC(=O)Nc3ccccc3)cccc2C1=O,12,-4,19,.,8,.,.,2,.
Cc1ccc(C(C)C)c(OCCCN2CCc3ccccc3C2)c1,1,8,0,1,1,-12,4.2,0,-2
CC1CCN(S(=O)(=O)c2cccc(C(=O)N(C)C3CCS(=O)(=O)C3)c2)CC1 (centres undefined),-4,7,-4,-2,10,-1,-1.5,0,1
CCOc1cccc(-c2c(C(=O)N/N=C/c3cccs3)nnn2-c2nonc2N)c1,-4,-9,0,-3,5,13,3.5,2,-1
CC(C)N1CCC(=NNc2ccc([N+](=O)[O-])cc2S(=O)(=O)N2CCOCC2)CC1,-6,0,6,-5,6,0,-1.5,2,-1
c1ccc(-n2c(-c3ccncc3)nnc2-c2ccco2)cc1,-1,-3,5,4,6,-10,-0.5,2,1
O=C(Cc1ccc2c(c1)OCCO2)N1CCN(S(=O)(=O)c2cccs2)CC1,-10,-1,-6,-15,-3,1,3.0,0,3
Cn1c(=O)[nH]c(=O)c2c1nc(NCCCn1ccnc1)n2CCOc1ccccc1,-4,0,0,3,8,1,2.9,0,-2
CCOC(=O)C1=C(Nc2ccccc2)CC(C)(O)C(C(=O)OCC)C1c1ccccc1 (centres undefined),-6,-2,4,2,-6,5,2.0,2,1
COc1ccc(-n2c(Cc3cccn3C)nnc2SCC(=O)Nc2ccccc2OC)cc1,0,-14,17,-2,-1,11,1.9,7,6
Cc1nc(SCC(=O)c2ccc(Cl)s2)c2oc3ccccc3c2n1,-8,0,-11,-4,5,9,1.7,1,5
CCCNC(=O)C1CC(=O)N(c2ccc(OCC(=O)Nc3cc(C)cc(C)c3)cc2)C1 (centres undefined),-5,8,10,-3,4,1,-1.8,3,-3
CC(C)(C)C(=O)CC(=O)Nc1ccc(Cl)c(N)c1,3,-5,20,-3,2,-2,-1.0,0,-1
COc1ccc(NC(=O)C2C(c3ccccc3)C2(Cl)Cl)c(OC)c1 (centres undefined),-31,-10,3,1,-1,0,2.0,4,4
O=C(Cc1n[nH]c(=O)c2ccccc12)OCC(=O)c1ccc(OC(F)F)cc1OC(F)F,5,9,3,-2,6,2,-1.4,2,4
COCc1cc(C)n(CC(=O)Nc2ccc3c(c2)OCO3)c(=O)c1C#N,-22,7,23,4,3,-2,0.3,2,3
CN(CC(=O)Nc1cccc(F)c1)C(=O)Cn1cnc2c1c(=O)n(C)c(=O)n2C,-4,1,-9,-8,4,-1,-0.3,7,-1
Cc1cc(OCC(=O)NC(C)(C)C)ccc1Cl,0,-7,6,-2,5,5,-3.0,2,1
COc1ccc(N(CC(=O)NCc2ccccc2)S(=O)(=O)c2c(C)noc2C)cc1,39,-1,8,-4,6,-2,4.2,4,0
O=C(Nc1cccc2ccccc12)NC1Cc2ccccc2C1,-9,9,-5,-1,13,-1,0.6,1,2
O=C(O)c1cc(-c2ccncc2)nc2ccc(S(=O)(=O)N3CCOCC3)cc12,2,6,5,-1,-12,1,2.0,0,4
CCCCNC(=O)N1CCOCCOCCN(C(=O)NCCCC)CCOCCOCC1,-8&-4,9,2,-1,2,-25,2.7,1,-2
Cc1csc2ncc(C(=O)Nc3ccc(C(F)(F)F)cc3)c(=O)n12,3,11,-7,-5,-3,20,0.0,2,3
CN(C(=O)c1ccc(NC(=O)Cc2cccc(NC(=O)C3CCCN(C(=O)C4CC4)C3)c2)cc1)C1CCCC1 (centres undefined),1,-2,-1,-4,9,.,0.1,0,.
O=C(Nc1ccc(N2CCN(C(=O)c3ccccc3F)CC2)cc1)c1cncc(Br)c1,4,5,-20,-3,-1,-1,3.0,0,0
O=C(N/N=C/c1ccco1)C1CC1c1ccccc1 (centres undefined),5,6,3,-5,0,22,-1.8,14,-6
Cc1ccc(C(=O)N2CC(=O)Nc3ccccc32)o1,3,0,-11,-3,2,1,-0.6,5,-2
C1=C(c2cccc3ccccc23)N2CCN=C2S1,-6,-1,-12,-4,-6,0,2.7,0,-4
Nc1nnnn1/N=C/c1cc(Cl)ccc1O,36,3,0,-3,4,0,0.8,15,3
CC(C)Cc1nc(SCc2cccnc2)c2c(=O)n(C)c(=O)n(C)c2n1,-6,-5,-21,2,0,5,1.5,0,2
COc1ccccc1CNC(=O)Cn1cccc1C(=O)c1ccccc1,-3,3,-4,3,-2,-1,-1.0,2,5
Cc1ccc(C(=O)NCCNC(=O)COc2ccc(Cl)cc2)cn1,4,5,7,0,2,-1,0.6,2,1
COc1ccccc1-n1cnnc1SCC(=O)N1CCOCC1,-5,13,-5,-3,3,-1,-0.5,0,-3
Cn1c(SCC(=O)N2CC(=O)Nc3ccccc32)nc2ccccc2c1=O,.,-2,-34,-2,3,.,2.7,3,.
O=C(Nc1ccc(S(=O)(=O)Nc2nccs2)cc1)c1ccc(F)c(S(=O)(=O)N2CCOCC2)c1,-5,8,-13,-2,8,4,0.6,0,-1

# Next part.
SMILES,JMJD2C inh,procasp3 activ,VLA-4 inh,PP1 counter,proCasp7 act,HCV core dimer,PP5 primary,GRK2 aptamer HTS,Fh CTSL1 inh
COc1cc(OC)cc(OCC(O)Cn2cnc3cc(C)c(C)cc32)c1 (centres undefined),-6,11,-63,3,-6,0,4.1,4,0
CCOc1ccc(NC(=O)C2CCN(c3nnnn3-c3ccccc3)CC2)cc1,12,4,10,-4,0,1,0.4,0,1
O=C(c1cc(COc2ccc(F)c(F)c2)on1)N1CCN(C2CCCCC2)C(=O)C1,159,4,9,0,7,10,1.8,0,2
CCOC(=O)C(NC(=O)c1ccccc1)=C1CCCCC1,-9,-1,-1,-4,6,2,3.8,0,1
Cc1ccccc1NC(=O)CC(C)S(=O)(=O)c1ccc2c(c1)NC(=O)CO2 (centres undefined),5,4,-2,-5,6,-3,1.8,1,0
CN(NC(=O)c1ccc(Cl)cc1)c1cccc(Cl)n1,-3,-8,1,-7,-2,-7,4.5,2,-3
O=C(COc1ccc(Cl)cc1)NCCN1CCCC1,8,-4,9,6,10,3,1.8,0,-15
COc1ccc(C(=O)Cc2nnc(C)s2)c(OC)c1,8,7,-2,1,2,5,0.4,2,-2
Cc1ccc(Nc2nc(N)c([N+](=O)[O-])c(NCCO)n2)cc1,16,-1,1,-2,-6,3,-0.3,2,7
CSCCC(NC(=O)c1ccccc1Cl)C(=O)N1CCC1 (centres undefined),2,1,-1,-4,6,0,-1.0,0,6

# Given as tab-separated lines: part of the list above.
compound	JMJD2C inh	procasp3 activ	VLA-4 inh	PP1 counter	proCasp7 act	HCV core dimer	PP5 primary	GRK2 aptamer HTS	Fh CTSL1 inh
COc1cc(OC)cc(OCC(O)Cn2cnc3cc(C)c(C)cc32)c1 (centres undefined)	-6	11	-63	3	-6	0	4.1	4	0
CCOc1ccc(NC(=O)C2CCN(c3nnnn3-c3ccccc3)CC2)cc1	12	4	10	-4	0	1	0.4	0	1
O=C(c1cc(COc2ccc(F)c(F)c2)on1)N1CCN(C2CCCCC2)C(=O)C1	159	4	9	0	7	10	1.8	0	2

# More records follow.
SMILES,JMJD2C inh,procasp3 activ,VLA-4 inh,PP1 counter,proCasp7 act,HCV core dimer,PP5 primary,GRK2 aptamer HTS,Fh CTSL1 inh
CCC(=O)Nc1cccc(-c2cn3cccc(C)c3n2)c1,6,8,-1,-4,1,2,0.0,3,0
Cc1cc(N2C(=O)c3ccc(C(=O)NCc4ccccc4)cc3C2=O)no1,.,-3,-2,-5,5,2,1.2,0,0
COc1ccccc1Nc1cc(C(=O)NCc2cccnc2)c2ccccc2n1,-5,-1,-4,2,12,-5,2.3,1,0
Cn1c(=O)c2cc(S(=O)(=O)NC(C(=O)Nc3cccnc3)c3ccccc3)ccc2n(C)c1=O (centres undefined),.,-8,22,-1,-5,1,-2.0,4,2
CCn1c(SCC(=O)N2CCCC2)nnc1-c1ccc(S(=O)(=O)N2CCCCCC2)cc1,-10,-5,3,-3,-10,0,2.7,1,5
O=[N+]([O-])c1cccc(C2NCC(c3ccccc3Cl)c3c2[nH]c2ccccc32)c1 (centres undefined),28,7,4,10,8,4,-0.3,0,-3
Cc1ccc(C)c(NC(=O)c2nc(-c3ccccc3)n(-c3ccccc3)n2)c1,-2,-2,-12,-1,3,18,6.3,3,-1
C#CCOCCOCCOCCNc1nc(N2CCN(C(=O)[C@H](CCC(=O)O)n3cc(C(N)[C@H](C)CC)nn3)CC2)nc(N2CCN(C(=O)[C@H](Cc3ccc(O)cc3)n3cc(C(N)[C@H](C)CC)nn3)CC2)n1 (some centres undefined),-6,0,-6,4,4,-11,1.4,2,-1
Cc1cc(C)c(OCCNCc2ccccc2)c(C)c1,6,-1,14,8,2,11,2.6,0,-4
CCOC(=O)c1cc(C)n(CCCN2CCOCC2)c1C,5,-1,-2,-3,-1,-5,-2.0,5,3
